# From PubChem BioAssay
# GALK inhibitor: qHTS Assay for Inhibitors of Human Galactokinase (GALK); Purified GALK, Kinase-Glo residual ATP luminescence; Potency, µM (highest dose often 57.5 µM), inactives show top-dose activity change, negative = inhibition, usual class: inhibitors; actives 0.007% (n = 270,000); AID 1868, 2009; note: potency is the fitted concentration of half-maximal effect
#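 The enzyme phosphorylates galactose (100 uM) using ATP (35 uM); inhibition is detected as higher residual ATP, quantified by bioluminescence after 1 h reaction at room temperature, pH 8.0.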
# Eya2 phos inh: qHTS Assay for Inhibitors of the Phosphatase Activity of Eya2 | Potency, µM (titrated, usually from 76.9 µM), for the others: top-dose activity, negative = inhibition, usual class: inhibitors | recombinant Eya2, OMFP fluorescence dephosphorylation (OMFP is methylfluorescein phosphate) | AID 488837, 2010 | Protein phosphatase EYA2 (Homo sapiens), O00167 | actives 0.006% (n = 330,000); note: potency is the fitted concentration of half-maximal effect
#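 Eya2 (0.2 uM) preincubated 10 min at ambient with compound, then OMFP substrate added at 50 uM; 10 min reaction in 50 mM HEPES pH 7.5, 50 mM NaCl, 5 uM MgCl2, 0.05% BSA, 1 mM DTT. Fluorescence read at Ex 485/Em 525 nm.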
# Giardia killer: Small Molecules that selectively kill Giardia lamblia: qHTS | activity change, % at 7.66 µM, hits read low | actives 0.15% (n = 340,000) | AID 540267, 2011 | Giardia lamblia trophozoite viability; in the data active = activity change below about -80%; inconclusive = between about -30% and that limit;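 note: parasites exposed to compound for two days anaerobically before the ATP read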
#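 Luminescence from cellular ATP indicates surviving trophozoites (100 cells/well) following 48 hrs anaerobic compound treatment at 37 deg C; signal develops 15-30 min at room temperature.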
# PKM2 activator: qHTS Assay for Activators of Human Muscle isoform 2 Pyruvate Kinase. purified PKM2, Kinase-Glo ATP luminescence, activation; response scale: 0% is enzyme alone, no compound. actives 0.34% (n = 260,000). Potency, µM (titrated, usually from 57.5 µM), for inactives: at the highest dose activation, usual class: activators. Pyruvate kinase PKM (Homo sapiens), P14618; note: potency is the fitted concentration of half-maximal effect; nearly all actives have a fitted effect of over 55% in size
#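 hPK-M2, >95% pure; 0.1 mM ADP / 0.5 mM PEP final; imidazole pH7.2 buffer w/ 7 mM MgCl2, 50 mM KCl; 1 h RT; Kinase-Glo lum. Intermediate enzyme activity for dual inhibitor/activator qHTS.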
# KCNH2 3.1 block: qHTS for Inhibitors of KCHN2 3.1: Mutant qHTS | Potassium voltage-gated channel subfamily H member 2, brain isoform KCNH2 3.1 (human) | actives 0.95% (n = 340,000) | U2OS KCNH2 3.1, thallium flux FluxOr; stronger effect = lower value | AID 720553, 2013 | activity change, % (tested at about 1.8 µM);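 active = maximum activity change below -70%; inconclusive = maximum activity change from -70% to -50%; inactive = maximum activity change above -50%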;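 note: thallium influx rate constant from kinetic fluorescence after stimulation buffer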
#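 U2OS cells transduced with KCNH2 3.1 mutant virus (1.77 x 10^8 /mL, 4 h), plated overnight at 37 C, loaded 45 min with FluxOr dye plus Red40 quencher. Thallium flux rate constant from kinetic reads after stimulation buffer, normalised to controls.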
# uPA generation: qHTS for Inhibitors of Cell Surface uPA Generation; Potency, µM (highest dose often 38.3 µM), inactives show top-dose activity change, negative = inhibition, usual class: inhibitors; actives 0.31% (n = 330,000); cell surface uPA generation assay, qHTS; active = well fitted inhibition curve with a large enough effect; inconclusive = small, poorly fitted or top-dose-only effect; inactive = no such curve, though single readings can be large or run the other way; tested in mouse RAW 264.7 cells; note: potency is the fitted concentration of half-maximal effect; nearly all actives have a fitted effect of over 55% in size
# hERG WT inh: qHTS for Inhibitors of KCHN2 3.1: Wildtype qHTS; Voltage-gated inwardly rectifying potassium channel KCNH2 (Homo sapiens), Q12809; U2OS, BacMam KCNH2, thallium flux FluxOr; stronger effect = lower value; activity change, % at 1.84 µM; actives 0.37% (n = 340,000); AID 720551, 2013;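 active = maximum activity change below -70%; inconclusive = maximum activity change between -70% and -50%; inactive = maximum activity change above -50%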
# Target sequence (Q12809 whole entry, looked up): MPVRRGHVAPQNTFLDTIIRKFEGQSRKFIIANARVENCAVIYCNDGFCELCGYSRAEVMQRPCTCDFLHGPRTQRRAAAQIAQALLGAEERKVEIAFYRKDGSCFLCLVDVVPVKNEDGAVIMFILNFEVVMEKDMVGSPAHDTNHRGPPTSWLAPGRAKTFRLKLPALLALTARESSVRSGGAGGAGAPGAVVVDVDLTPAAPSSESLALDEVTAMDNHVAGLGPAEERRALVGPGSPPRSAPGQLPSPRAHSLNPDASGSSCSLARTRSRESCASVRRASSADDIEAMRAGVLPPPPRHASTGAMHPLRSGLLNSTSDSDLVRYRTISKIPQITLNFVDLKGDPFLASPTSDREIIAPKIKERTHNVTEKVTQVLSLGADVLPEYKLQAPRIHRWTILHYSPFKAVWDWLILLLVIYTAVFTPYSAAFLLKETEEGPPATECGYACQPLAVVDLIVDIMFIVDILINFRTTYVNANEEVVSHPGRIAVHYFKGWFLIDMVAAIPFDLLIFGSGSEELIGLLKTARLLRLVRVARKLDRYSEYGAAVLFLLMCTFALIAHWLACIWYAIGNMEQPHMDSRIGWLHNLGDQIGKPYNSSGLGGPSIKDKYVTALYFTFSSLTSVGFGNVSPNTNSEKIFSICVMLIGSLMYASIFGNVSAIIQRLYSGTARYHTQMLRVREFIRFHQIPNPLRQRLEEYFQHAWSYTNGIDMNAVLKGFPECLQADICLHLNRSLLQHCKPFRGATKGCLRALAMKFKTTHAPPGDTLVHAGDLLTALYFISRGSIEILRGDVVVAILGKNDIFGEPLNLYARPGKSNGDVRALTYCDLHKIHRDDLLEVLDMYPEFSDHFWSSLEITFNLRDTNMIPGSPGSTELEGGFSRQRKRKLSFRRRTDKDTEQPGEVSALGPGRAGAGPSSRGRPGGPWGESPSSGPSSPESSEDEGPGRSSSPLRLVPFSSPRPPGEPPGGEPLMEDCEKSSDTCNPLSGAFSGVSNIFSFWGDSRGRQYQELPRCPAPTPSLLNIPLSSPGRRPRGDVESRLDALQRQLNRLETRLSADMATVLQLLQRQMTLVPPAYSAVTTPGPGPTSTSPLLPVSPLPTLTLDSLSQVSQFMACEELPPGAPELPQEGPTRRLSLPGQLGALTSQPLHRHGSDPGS
#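 U2OS cells transduced with wild-type KCNH2 virus are loaded with FluxOr dye for 45 min, and thallium flux is measured in kinetic reads before and after stimulation buffer. Rate constants are normalized to DMSO controls.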
# Chronic BCR inh: qHTS Assay to Find Inhibitors of Chronic Active B-Cell Receptor Signaling | actives 0.05% (n = 340,000) | ABC-DLBCL IkBa-CBG/CBR reporter, luminescence ratio, 4 h | Potency, µM (titrated, usually from 46.1 µM), for inactives: at the highest dose ratio change, negative = lower green/red ratio, most hits filed as inhibitors; active = well fitted inhibition curve with a large enough effect in the signal ratio, with a control signal flat, not every such curve was filed as active; inconclusive = small, poorly fitted or top-dose-only effect, or effect the other way, or a change in a side signal; the % refers to the signal ratio;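 note: potency is the fitted concentration of half-maximal effect; plate controls were basal doxycycline-induced cells for no effect and cells given 10 µM MG132 for full effect; MG132 reads +100%, hits lower the ratio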
#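 TMD8 ABC-DLBCL cells carrying doxycycline-inducible green luciferase fused to IkappaBalpha plus unfused red luciferase were exposed to compounds (up to 46 uM) for 4 hrs at 37C. Activity came from the overlap-corrected green/red luminescence ratio.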
# B2AR arrestin: qHTS assay of beta-arrestin-biased ligands of beta2-adrenergic receptor; Beta-2 adrenergic receptor (Homo sapiens), P07550; beta-arrestin recruitment to beta2AR, cell-based reporter; actives 0.02% (n = 330,000); Potency, µM (series often up to 46.1 µM), for inactives: at the highest dose activation, actives largely listed as activators;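 note: potency is the fitted concentration of half-maximal effect; 0% = DMSO controls and full agonism = EC100 isoproterenol or metaproterenol; nearly all actives have a fitted effect of over 65% in size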
# USP2a block: qHTS Assay for Inhibitors of Ubiquitin-specific Protease USP2a Using CHOP2 as the Reporter | USP2 core, Ub-CHOP2 coupled fluorogenic reporter, 485/531 | Potency, µM (highest dose often 38.3 µM), without a hit: at the top dose activity change, negative = inhibition, actives largely listed as inhibitors | actives 0.01% (n = 330,000) | AID 463254, 2010;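 note: potency is the fitted concentration of half-maximal effect; plate controls were DMSO wells for no effect and full inhibition by NEM control for full effect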
#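 Deubiquitinase activity read as fluorescence (485/531 nm) after Ub-CHOP2 cleavage activates the enterokinase reporter on its substrate; USP2 core 10nM, Ub-CHOP2 and substrate 25nM each, 30min compound preincubation then 60min RT; data normalized to NEM, curves fitted.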
# Coupling enz: qHTS Assay for Inhibitors of Fructose-1,6-bisphosphate Aldolase from Giardia Lamblia: Coupling assay counterscreen. coupling enzyme system counterscreen, AmpLite Red fluorescence. actives 0.67% (n = 290,000). activity change, negative = inhibition, % at 58.2 µM, hits read low. AID 2472, 2010; in the data active = activity change below about -30%
#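 Counterscreen lacking aldolase: glyceraldehyde-3-phosphate coupling-enzyme reagent preincubated 10 min at RT with compound (at 57.5 uM final), then substrate/coupling system with AmpLite Red added; fluorescence read at 525/598 nm after 20 min RT.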
# * = called active by the depositor; ? = inconclusive; . = no result given; [ ] = another dose, or the depositor's remark. Unless noted, calls come from the whole dose curve; as a rule, active = well fitted curve in the direction sought with a large enough effect; inconclusive = small, poorly fitted or top-dose-only effect, or another doubt; inactive = no such curve, though single readings can be large; an effect the other way counts as inactive or inconclusive. Unless noted, % is set by controls: 0 for no effect and ±100 for the full control effect. Outcome played no part in choosing rows; about 2.4% have a hit in one of these screens.
no.	smiles	Chronic BCR inh	KCNH2 3.1 block	USP2a block	GALK inhibitor	hERG WT inh	Coupling enz
1	CCn1cc(CN2CCCC(CNS(=O)(=O)Cc3ccccc3)C2)cn1 (configuration not stated)	1%	15	0%	-1%	1	-1
2	COc1ccc(CC(=O)Nc2ccc(N3CCOCC3)cc2)cc1OC	-6%	21	4%	.	-6	-1
3	CC[n+]1ccc(/C=C/c2ccc(N(C)C)cc2)c2ccccc21	?	4	-11%	14%	-3	-10
4	C=CCSc1nc2c(C(=O)OCC)nnn2c2ccccc12	-13%	10	2%	0%	18	8
5	Cc1cccc(Nc2nc(-c3ccc4c(c3)OCCO4)cs2)c1	-3%	-11	4%	0%	5	-4
6	Cc1c(Cl)c([N+](=O)[O-])nn1CCCC(=O)Nc1cc(Cl)ccc1Cl	-1%	-2	0%	-2%	3	1
7	Cc1ccn2c(=O)nc(SCC(=O)NC3CCCCC3)nc2c1	1%	-7	-1%	.	2	.
8	COC(=O)c1nc(N)sc1C	0%	4	0%	0%	2	1
9	Cc1ccc(-c2csc3ncnc(SCC(=O)NCc4ccc5c(c4)OCO5)c23)cc1	-4%	-28	2%	2%	-13	9
10	CCC(C)(C)NC(=O)CN(CC1CCCO1)C(=O)CNS(=O)(=O)c1ccccc1 (configuration not stated)	4%	-9	0%	0%	4	1
11	CC(Sc1nc(N(C)C)nc(N2CCOCC2)n1)C(=O)Nc1ccccc1 (configuration not stated)	-14%	26	2%	-3%	7	1
12	CCc1noc(C)c1C(=O)Nc1ccccc1N1CCOCC1	0%	9	0%	.	3	.
13	COc1cccc(OCCn2cc(C(=O)c3ccco3)c3ccccc32)c1	?	16	-6%	-4%	-3	-1
14	CCOC(=O)c1[nH]c(C)c(C(=O)N2CCN(c3cccc(Cl)c3)CC2)c1C	?	?	-3%	-3%	16	2
15	CCCCN(C(=O)c1ccc(S(=O)(=O)N2CCOCC2)cc1)C1CCS(=O)(=O)C1 (configuration not stated)	-21%	4	2%	.	-11	.

no.	Eya2 phos inh	B2AR arrestin	PKM2 activator	uPA generation	Giardia killer
1	-2%	0.5%	1%	5%	5
2	-9%	0.1%	-1%	?	-6
3	-3%	8.1%	-32%	?	-29
4	-1%	-0.2%	.	0%	4
5	-6%	-0.2%	1%	-5%	-4
6	-17%	-0.2%	-5%	-8%	-7
7	-3%	0.0%	.	0%	-10
8	-4%	-0.2%	-25%	3%	-2
9	-20%	-0.7%	1%	10%	7
10	-14%	0.3%	.	-1%	17
11	17%	-0.2%	9%	-1%	0
12	3%	0.1%	.	-2%	3
13	-2%	-0.2%	16%	-11%	5
14	-16%	0.1%	13%	.	-13
15	-19%	0.0%	.	9%	7

# Following part
no.	smiles	Chronic BCR inh	KCNH2 3.1 block	USP2a block	GALK inhibitor	hERG WT inh	Coupling enz
16	Cc1cc(CNC(=O)c2ccc3c(c2)OCO3)c2ccccc2n1	?	?	2%	1%	4	0
17	CC1CCCC(C)N1c1nnc(N)s1 (configuration not stated)	4%	-1	-5%	.	11	5
18	CC1CCCN(C(=O)c2ccc3c(c2)OCO3)C1 (configuration not stated)	8%	10	0%	-1%	-3	0
19	Cc1cc(C(F)F)n2nc(C(=O)Nc3sc4c(c3C#N)CCC4)nc2n1	-1%	1	-1%	.	1	6
20	Cc1cccc(NC(=O)CN2CCN(C(=O)CNC(=O)Cc3cccc4ccccc34)CC2)c1C	-1%	-6	0%	.	-1	.
21	N#C/C(=C(/O)COC(=O)Cc1c[nH]c2ccccc12)c1nc2ccccc2[nH]1	0%	5	-1%	-3%	2	-5
22	CC(=O)Oc1cc2c(cc1Cl)C1(CC(c3ccccc3Cl)O2)CC(C)(C)NC(=S)N1 (configuration not stated)	?	-18	4%	3%	-16	0
23	O=C(NCC1CCCO1)/C(=C\c1ccco1)NC(=O)c1ccccc1 (configuration not stated)	?	5	0%	1%	-5	-13
24	Cc1ccc(S(=O)(=O)NCCC(=O)Nc2nccs2)cc1	?	2	3%	0%	6	2
25	CC1CCCN(CCCOc2ccc([N+](=O)[O-])cc2)C1 (configuration not stated)	1%	?	-2%	3%	-42	-1
26	O=C(N/N=C/c1cccc2ccccc12)c1ccccc1Cl	?	-26	-13%	4%	5	-23
27	CCSc1ccc(/C(N)=N/OC(=O)c2cccs2)cn1	8%	-12	1%	-2%	-5	.
28	COC(=O)c1cc(C)sc1NC(=O)c1cccnc1	2%	14	-1%	3%	13	1
29	CC1Cc2ccccc2N1C(=O)CSc1nnc(-c2ccc(S(=O)(=O)N3CCOCC3)cc2)n1C (configuration not stated)	-1%	4	-4%	2%	1	3
30	CCCCn1c(-c2cc(Cl)ccc2OC)n[nH]c1=S	.	4	.	2%	1	-1

no.	Eya2 phos inh	B2AR arrestin	PKM2 activator	uPA generation	Giardia killer
16	3%	0.0%	3%	?	-7
17	4%	-1.0%	4%	10%	-26
18	-10%	-0.1%	3%	-3%	15
19	10%	-2.8%	2%	0%	34[activator]
20	-4%	-0.6%	.	-23%	8
21	-1%	-1.4%	3%	3%	5
22	8%	-0.1%	2%	-6%	-4
23	19%	-0.7%	-13%	-6%	9
24	0%	-0.8%	7%	.	-11
25	4%	-0.4%	-3%	2%	23
26	0%	0.4%	.	1%	-6
27	-14%	-0.2%	0%	-6%	-9
28	10%	0.5%	-5%	.	-5
29	-7%	-0.8%	-1%	-2%	-4
30	.	.	-7%	.	16

# Rewritten as labelled records: part of the list above.
27) CCSc1ccc(/C(N)=N/OC(=O)c2cccs2)cn1
  Chronic BCR inh: 8%; KCNH2 3.1 block: -12; USP2a block: 1%; GALK inhibitor: -2%; hERG WT inh: -5; Coupling enz: .; Eya2 phos inh: -14%; B2AR arrestin: -0.2%; PKM2 activator: 0%; uPA generation: -6%; Giardia killer: -9

28) COC(=O)c1cc(C)sc1NC(=O)c1cccnc1
  Chronic BCR inh: 2%; KCNH2 3.1 block: 14; USP2a block: -1%; GALK inhibitor: 3%; hERG WT inh: 13; Coupling enz: 1; Eya2 phos inh: 10%; B2AR arrestin: 0.5%; PKM2 activator: -5%; uPA generation: .; Giardia killer: -5

29) CC1Cc2ccccc2N1C(=O)CSc1nnc(-c2ccc(S(=O)(=O)N3CCOCC3)cc2)n1C (configuration not stated)
  Chronic BCR inh: -1%; KCNH2 3.1 block: 4; USP2a block: -4%; GALK inhibitor: 2%; hERG WT inh: 1; Coupling enz: 3; Eya2 phos inh: -7%; B2AR arrestin: -0.8%; PKM2 activator: -1%; uPA generation: -2%; Giardia killer: -4

30) CCCCn1c(-c2cc(Cl)ccc2OC)n[nH]c1=S
  Chronic BCR inh: .; KCNH2 3.1 block: 4; USP2a block: .; GALK inhibitor: 2%; hERG WT inh: 1; Coupling enz: -1; Eya2 phos inh: .; B2AR arrestin: .; PKM2 activator: -7%; uPA generation: .; Giardia killer: 16

# (list continues)
no.	smiles	Chronic BCR inh	KCNH2 3.1 block	USP2a block	GALK inhibitor	hERG WT inh	Coupling enz
31	CC(C)NC(=O)NC(=O)COc1ncnc2sccc12	6%	20	0%	2%	17	0
32	O=C(Cc1c(F)cccc1Cl)Nc1nc2ccccc2s1	?	25	2%	-1%	-3	-4
33	Fc1ccc2nc(N3CCCCC3)sc2c1	?	-2	0%	0%	13	1
34	COc1ccc(CNC(=O)COc2ccc(S(=O)(=O)NC(C)C)cc2)cc1	-2%	0	-2%	4%	9	2
35	CCCCC(=O)Nc1ccc(C(=O)NCCCn2ccnc2)cc1	-9%	4	3%	0%	-4	1
36	COCCC1CCCCN1C(=O)c1ccc2nc(Cc3ccccc3F)oc2c1 (configuration not stated)	-1%	-4	-1%	5%	-5	0

no.	Eya2 phos inh	B2AR arrestin	PKM2 activator	uPA generation	Giardia killer
31	-22%	-0.4%	-18%	-1%	-4
32	8%	-0.4%	5%	1%	20
33	9%[15.4 µM]	-0.6%	-14%	-1%	-10
34	11%	0.0%	-2%	1%	-12
35	9%	0.1%	3%	.	-2
36	-18%	0.5%	-13%	5%	-2
